# KDM5B inhibitor = blocks human KDM5B histone demethylase activity; Potency, µM (doses to about 57.7 µM), inactives show at the highest dose activity change, negative = inhibition, hits mostly inhibitors; hit rate 2.6% among 220,000; KDM5B demethylase, FDH-coupled NADH fluorescence (FDH is formaldehyde dehydrogenase); Q9UGL1; active = well fitted inhibition curve with a large enough effect; inconclusive = small, poorly fitted or top-dose-only effect; inactive = no such curve, though single readings can be large or run the other way; note: 0% is about no effect; nearly all actives have a fitted effect of over 70% in size
# Target sequence (Q9UGL1 whole entry, looked up): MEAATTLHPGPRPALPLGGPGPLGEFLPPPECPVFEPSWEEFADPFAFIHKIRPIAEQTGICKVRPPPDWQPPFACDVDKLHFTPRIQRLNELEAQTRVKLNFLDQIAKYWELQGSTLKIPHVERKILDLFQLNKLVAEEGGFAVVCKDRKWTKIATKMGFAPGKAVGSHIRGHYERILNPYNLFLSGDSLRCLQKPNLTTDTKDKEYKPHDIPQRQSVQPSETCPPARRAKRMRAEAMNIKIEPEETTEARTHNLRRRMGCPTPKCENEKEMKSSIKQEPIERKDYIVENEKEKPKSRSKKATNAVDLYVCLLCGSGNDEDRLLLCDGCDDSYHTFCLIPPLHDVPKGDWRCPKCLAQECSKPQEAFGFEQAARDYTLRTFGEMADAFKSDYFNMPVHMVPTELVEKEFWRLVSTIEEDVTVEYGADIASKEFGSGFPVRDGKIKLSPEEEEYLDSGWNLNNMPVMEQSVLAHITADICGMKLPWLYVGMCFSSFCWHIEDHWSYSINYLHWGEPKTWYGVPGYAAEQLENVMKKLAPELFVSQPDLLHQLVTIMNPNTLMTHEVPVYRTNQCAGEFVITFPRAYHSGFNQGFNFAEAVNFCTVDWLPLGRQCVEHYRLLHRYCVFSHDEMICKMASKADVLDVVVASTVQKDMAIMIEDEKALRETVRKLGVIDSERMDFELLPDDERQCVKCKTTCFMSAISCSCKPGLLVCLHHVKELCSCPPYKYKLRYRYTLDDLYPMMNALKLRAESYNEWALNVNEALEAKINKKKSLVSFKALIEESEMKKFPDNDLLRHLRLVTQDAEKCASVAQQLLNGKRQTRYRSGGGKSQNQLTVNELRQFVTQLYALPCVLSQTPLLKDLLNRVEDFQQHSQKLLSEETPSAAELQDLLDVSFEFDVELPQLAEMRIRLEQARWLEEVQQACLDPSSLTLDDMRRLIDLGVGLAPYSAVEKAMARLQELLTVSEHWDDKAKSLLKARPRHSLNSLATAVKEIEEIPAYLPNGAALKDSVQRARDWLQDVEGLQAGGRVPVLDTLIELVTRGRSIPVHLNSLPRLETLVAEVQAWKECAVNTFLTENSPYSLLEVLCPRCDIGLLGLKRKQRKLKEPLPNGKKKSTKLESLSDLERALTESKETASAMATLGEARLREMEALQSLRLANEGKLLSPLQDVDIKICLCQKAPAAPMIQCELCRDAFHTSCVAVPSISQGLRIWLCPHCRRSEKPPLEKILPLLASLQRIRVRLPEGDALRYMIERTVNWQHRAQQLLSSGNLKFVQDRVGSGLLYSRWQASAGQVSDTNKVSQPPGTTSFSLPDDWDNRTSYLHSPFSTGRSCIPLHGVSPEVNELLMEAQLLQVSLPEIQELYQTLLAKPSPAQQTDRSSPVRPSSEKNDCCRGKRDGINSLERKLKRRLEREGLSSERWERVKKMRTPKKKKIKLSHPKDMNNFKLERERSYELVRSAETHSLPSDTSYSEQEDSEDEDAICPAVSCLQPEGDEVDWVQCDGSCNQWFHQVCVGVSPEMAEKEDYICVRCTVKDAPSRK
#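 Coupled FDH/NAD⁺ fluorescence readout. KDM5BΔAP 200 nM final; compound titration, 10 min RT preincubation; substrate mix 12.5 µM H3K4me3, 25 µM 2-OG, 50 µM Fe(II), 100 µM ascorbate, 0.25 mM NAD⁺, 0.25 U/mL FDH; ΔRFU over 30 min.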
# An asterisk follows results filed as active; i = inactive; u = inconclusive; [ ] = remark or other dose. Potency is the fitted concentration of half-maximal effect. These rows are one share of the data, so the mix of outcomes need not match the whole.
Compound,KDM5B inhibitor
COc1ccc(NC(=O)NC[C@H]2C[C@@H]3CCN2C[C@@H]3CN2CCN(c3ncccn3)CC2)cc1,-6%
CC(OC(=O)c1cn(C)c2ccccc12)C(=O)NC(N)=O (centres undefined),8%
CCOc1cc2c(cc1OCC)-n1cccc1C(c1ccc(OC)cc1)NC2 (centres undefined),37%[activator]
COCC(=O)NC[C@H]1C[C@@H]2CCN1C[C@@H]2c1cc(-c2ccc(OC)cc2)nn1C,12%[86.2 µM]
Cc1noc(C)c1S(=O)(=O)N1[C@H]2CC[C@@H]1c1cnc(-c3ccccc3)nc1C2,5%
O=C(C1CCCCC1)N1[C@H]2CC[C@@H]1c1cnc(-c3ccccc3)nc1C2,-6%
N#Cc1ccc(NC(=O)CSc2ccc3c(c2)OCCCO3)cc1Cl,-11%
CC(=O)Nc1ccc(-c2ccc(=O)n3c2[C@@H]2C[C@@H](CN(C(=O)CN(C)C)C2)C3)cc1,-24%[86.2 µM]
Cc1conc1CN1CC2(C1)NC(=O)c1ccccc1O2,-5%[86.2 µM]
CN(CC1CCCCC1)C1CCc2ccccc2C1 (centres undefined),7%[86.2 µM]
O=C(Cc1ccc(F)cc1)N1CCN(C2CCN(CCc3ccccc3)C2=O)CC1 (centres undefined),-15%
O=C(Cc1ccc(Cl)cc1)N1Cc2ccccc2CC2(CCCN2CC2CCNC2)C1 (centres undefined),-16%[115 µM]
CCn1c(CO)nnc1C1CC(NC(=O)c2cnn(Cc3ccccc3)c2)C1 (centres undefined),6%
CCN(CC)C(=O)c1ccc(NC(=O)c2cc3ccc(OC)cc3nc2C)cc1,-9%
CCCCc1cn(C[C@H]2CC3CCN2C[C@@H]3C(=O)NCCOC)nn1 (some centres undefined),-9%[86.2 µM]

# More entries.
Compound,KDM5B inhibitor
C=CCN(C)C[C@H]1CN2CC[C@H]1C[C@@H]2CNC(=O)Nc1ccsc1,10%[86.2 µM]
COc1cccc(CNCCc2ccc(Cl)cc2)c1,u
Cc1cccc(-n2c(/C=C/c3cccc4ccccc34)nc3ccccc3c2=O)c1,-13%
c1ccc(CCN2CCC3(CC2)OCCO3)cc1,2%
CC(C)CCN1CCC2(CC1)C(=O)Nc1ccccc12,-9%[149 µM]
COc1ccc(NC(=O)OC[C@H]2C[C@@H]3CCN2C[C@@H]3c2cc(-c3ccc(N(C)C)cc3)nc(C)n2)cc1,i
Cc1cccc(Cn2cccc(C(=O)Nc3nc4ccccc4s3)c2=O)c1,-16%
O=S(=O)(NC[C@H]1C[C@@H]2CCN1C[C@@H]2CN1CCOCC1)c1cccs1,-9%[86.2 µM]
CSCC(=O)Nc1ccc(=O)n2c1[C@@H]1C[C@@H](CN(C(=O)NC3CCCCC3)C1)C2,253%[activator][86.2 µM]
CCCC[N+]12CCC(CC1)C(Cc1ccccc1)C2 (centres undefined),15%
O=C(NCCc1ccccc1)N1[C@H]2CC[C@@H]1c1cncnc1C2,-11%
Cc1nc(-c2ccc(N(C)C)cc2)cc([C@H]2CN3CC[C@H]2C[C@@H]3CNCc2cccc(C#N)c2)n1,u
CC(C)(CC(=O)O)CC(=O)N1C[C@@H]2C[C@H](C1)c1ccc(-c3cccc(C#N)c3)c(=O)n1C2,i
Cc1ncc2c(n1)C[C@@H]1CC[C@H]2N1,24%
CCOCCCNC(=O)N1[C@H]2CC[C@@H]1c1cnc(-c3ccccc3)nc1C2,-22%

# Next structures follow:
Compound,KDM5B inhibitor
O=C1NCCCCCCN(Cc2ccncc2F)[C@H]2CCC[C@@H]12,u
N#Cc1cccc(NC(=O)c2sc3nc4c(cc3c2N)N2CCC4CC2)c1,u
Cc1ccc(C2(O)CN3CCC2CC3)cc1 (centres undefined),0%
CN(C)C(=O)[C@H]1CN2CCC1C[C@@H]2Cn1cc(-c2cccc(N)c2)nn1 (some centres undefined),u
Cc1noc(C)c1C(=O)N1C2CCC1CN(C(C)C)C2,-11%[149 µM]
O=C(O)c1cncc(O)c1,4%
COc1ccc(-c2cc([C@H]3CN4CC[C@H]3C[C@@H]4CNS(=O)(=O)c3cccs3)n(C)n2)cc1OC,3%
O=[N+]([O-])/C=C/c1ccc(Cl)cc1,-60%
C#C[C@H]1CN2CC[C@H]1C[C@@H]2CNS(=O)(=O)c1ccc(NC(C)=O)cc1,10%[86.2 µM]
COCC1CN(C)CC12CCNCC2 (centres undefined),-25%
O=c1c2ccccc2nc(CNc2ccccc2)n1-c1ccccc1,u
CNC(=O)O/N=C(\N)Cc1csc2ccc(Cl)cc12,6%
CCOC(=O)C1=C(N)OC(C)=C(C(C)=O)C12C(=O)Nc1ccccc12 (centres undefined),18%
Cc1nn(-c2ccccc2)c2c1C(c1cnn(C)c1C)SCC(=O)N2 (centres undefined),-16%
COc1cncc(CN2CCC3(CC2)C(=O)Nc2cc(Oc4ccccc4)c(OC)cc23)c1,-13%

# Further records.
Compound,KDM5B inhibitor
Cc1ccc(C)c(S(=O)(=O)N2[C@H]3CC[C@@H]2c2cnc(-c4ccc(F)cc4)nc2C3)c1,-9%
O=C(Nc1ccon1)c1cccn(Cc2cccc(Cl)c2)c1=O,u
COCc1cn(C[C@H]2C[C@@H]3CCN2C[C@@H]3C(=O)N2CCOCC2)nn1,-10%[86.2 µM]
Cc1cc(C(=O)OCC(=O)Nc2ccccc2Br)c(C)n1C(C)C,4%
CC(=O)OC1CCC2(C)C3CCC4(C)C(=O)CCC4C3CC[C@H]2C1 (some centres undefined),21%
CCCCc1nn2c(=O)cc(COC(=O)Cc3ccccc3)nc2s1,-6%
CCOC(=O)c1c(C)n(Cc2ccccc2)c2ccc(OC)cc12,u
Cc1ccc(CN2CCCN(Cc3ccccc3C)S2(=O)=O)cc1,16%
C=CCNC(=O)CSC(c1ccc(F)cc1)c1ccc(F)cc1,5%
NCCc1cccs1,18%
COC1=CC2C3Cc4ccc(OC)c(O)c4C2(CCN3C)CC1=O (centres undefined),1%
COc1cc2c(cc1OCc1ccccc1)NC(=O)C21CCN(c2nc(C)cnc2C)CC1,28µM*
CC12CCC3C(CCC4C/C(=N\O)CCC43C)C1CCC2O (centres undefined),-7%
O=C(O)CCS(=O)(=O)C(Cl)Cl,20%
CC(=O)c1cn(C[C@H]2CC3CCN2C[C@@H]3C(=O)NC(C)C)nn1 (some centres undefined),-20%[86.2 µM]

# Next results follow.
Compound,KDM5B inhibitor
Cc1cc(NC(=O)c2cccn(Cc3cccc(Cl)c3)c2=O)no1,u
CCOc1ccc(NC(=O)c2cccn(Cc3cccc(Cl)c3)c2=O)cc1,-102%
Cc1ccc(CN2CCN(Cc3ccc(F)cc3)CC2)cc1,u
O=[N+]([O-])/C=C\c1c[nH]c2ccccc12,u
COC(=O)c1cccc(N=Cc2c(O)n(Cc3ccc(F)cc3)c(=O)[nH]c2=O)c1,u
CC(Cc1ccco1)NCc1cc2ccccc2o1 (centres undefined),-25%
COc1ccc(C2=NCC(=O)N(CC(=O)Nc3ccc(F)cc3F)c3sc4c(c32)CCC4)cc1,-16%
CC[C@H]1CN2CC[C@H]1C[C@@H]2CNC(=S)Nc1ccc(N(C)C)cc1,8%[86.2 µM]
COc1ccccc1-c1cc([C@H]2CN3CC[C@H]2C[C@@H]3CNS(=O)(=O)c2ccccc2)n(C)n1,-14%
CC(N)C(=O)c1ccccc1 (centres undefined),-10%
CN1CCC2(O)OCCCC2C1 (centres undefined),37%
COc1ccccc1C1SCC(=O)Nc2c1c(C)nn2C (centres undefined),12%
COc1ccc2c(c1)C1(CCN(C(=O)Nc3ccc4c(c3)OCO4)C1)C(=O)N2 (centres undefined),0%
Cc1ccc(CN(CCc2ccccc2)Cc2ccccc2)o1,u
Cc1[nH]nc2c1C(c1ccc(-c3ccccc3Cl)o1)SCC(=O)N2 (centres undefined),-22%

# A draw from above in order of length of the SMILES, ascending:
Compound,KDM5B inhibitor
CN1CCC2(O)OCCCC2C1 (centres undefined),37%
O=[N+]([O-])/C=C\c1c[nH]c2ccccc12,u
CC[C@H]1CN2CC[C@H]1C[C@@H]2CNC(=S)Nc1ccc(N(C)C)cc1,8%[86.2 µM]

# (further entries)
Compound,KDM5B inhibitor
Fc1cncc(N2CC3CCC(C2)N3CC(F)(F)F)c1,-1%[149 µM]
Cc1nnc(NC(=O)c2cccn(Cc3ccc(Cl)cc3)c2=O)s1,3%
O=C1NCCCCCN[C@H]2CCC[C@@H]12,-7%
OC[C@H]1C[C@@H](NC2CCOCC2)[C@H](O)[C@@H]1O,-4%[115 µM]
COc1ccccc1-c1cc([C@H]2CN3CC[C@H]2C[C@@H]3CNC(=O)CCC(=O)O)nc(C)n1,32µM*
O=C(Nc1ccc(=O)n2c1[C@@H]1C[C@@H](CN(S(=O)(=O)c3ccccc3)C1)C2)c1cncnc1,333%[activator]
CCCC12CN3CC(C)(CN(C1)C3c1c(C)[nH]c(=O)[nH]c1=O)C2=O (centres undefined),-15%
Cn1c(CN2CCC(C#N)(c3ccccc3)CC2)nnc1C1CC(N)C1 (centres undefined),80%[activator]
COCCOC1CCN(C(=O)c2nn(C)c3ccccc23)CC1,-26%
O=C(c1ccncc1)N1C[C@@H]2C[C@H](C1)c1ccc(C3CCCCC3)c(=O)n1C2,-13%[86.2 µM]
CN1CCCN(C(=O)COc2ccc(Br)cc2)CC1,0%
N/C(=N\N=C\c1ccccc1F)N[N+](=O)[O-],10%
O=C(NCc1ccco1)[C@H]1CN2CC[C@H]1C[C@@H]2Cn1cc(CCO)nn1,u
CN1CCN(C(=O)Cc2c[nH]c3ncc(-c4ccoc4)cc23)CC1,u
CCOc1cc(CN2CCN(C(=O)COc3ccc4ccccc4c3)CC2)ccc1OC,-24%

# Quoted from the listing.
# `CN1CCCN(C(=O)COc2ccc(Br)cc2)CC1` – KDM5B inhibitor = 0%
# `CCOc1cc(CN2CCN(C(=O)COc3ccc4ccccc4c3)CC2)ccc1OC` – KDM5B inhibitor = -24%
# `O=C(c1ccncc1)N1C[C@@H]2C[C@H](C1)c1ccc(C3CCCCC3)c(=O)n1C2` – KDM5B inhibitor = -13%[86.2 µM]
# `COc1ccccc1-c1cc([C@H]2CN3CC[C@H]2C[C@@H]3CNC(=O)CCC(=O)O)nc(C)n1` – KDM5B inhibitor = 32µM*

# Continued:
Compound,KDM5B inhibitor
CCOCCCNC(=O)N1[C@H]2CC[C@@H]1c1cnc(-c3ccc(F)cc3)nc1C2,9%
COc1cc2c(cc1OCC1CC1)NC(=O)C21CCN(C(=O)c2ccnn2C)CC1,7%[86.2 µM]
C=CCN1CCC2(CCC1=O)CN(C(=O)Cc1cccnc1)CCN2C (centres undefined),-29%
O=C1Nc2ccccc2CC12CCCN2Cc1ccncc1 (centres undefined),u
CCc1ccccc1NC(=O)c1cccn(Cc2ccccc2F)c1=O,u
Cc1nc(-c2ccccc2)cc([C@H]2CN3CC[C@H]2C[C@@H]3CNC(=O)N2CCOCC2)n1,-19%[86.2 µM]
COc1ccc(-c2cc([C@H]3CN4CC[C@H]3C[C@@H]4CNS(=O)(=O)c3ccccc3)n(C)n2)cc1,-8%
COc1cccc(-n2c(/C=C/c3ccccc3O)nc3ccccc3c2=O)c1,u
COc1ccc2c(c1)c(C(=O)NC(C)CCC(C)C)c(C)n2C1CC1 (centres undefined),1%
COc1ccccc1N1CCN(C(=O)[C@H]2CN3CCC2C[C@@H]3Cn2cc(C(C)(C)O)nn2)CC1 (some centres undefined),-10%
CC(Cc1ccccc1)N(C)C (centres undefined),2%
COc1ccc(C(=O)OC2C[C@H]3CC[C@@H](C2)N3O)cc1OC (some centres undefined),1%
O=C1CC(c2ccccc2Br)c2c(c3ccccc3oc2=O)O1 (centres undefined),u
Nc1c(C(=O)Nc2ccc(OC(F)(F)F)cc2)sc2nc3c(cc12)N1CCC3CC1,u
O=C([C@H]1CN2CC[C@H]1C[C@@H]2Cn1cc(CO)nn1)N1CCOCC1,26%[86.2 µM]

# Shown field by field: 4 of the compounds above
COc1ccccc1N1CCN(C(=O)[C@H]2CN3CCC2C[C@@H]3Cn2cc(C(C)(C)O)nn2)CC1 (some centres undefined)
- KDM5B inhibitor: -10%
CC(Cc1ccccc1)N(C)C (centres undefined)
- KDM5B inhibitor: 2%
COc1ccc(C(=O)OC2C[C@H]3CC[C@@H](C2)N3O)cc1OC (some centres undefined)
- KDM5B inhibitor: 1%
O=C1CC(c2ccccc2Br)c2c(c3ccccc3oc2=O)O1 (centres undefined)
- KDM5B inhibitor: u

# Other records.
Compound,KDM5B inhibitor
O=C(NC1CC1)[C@H]1CN2CCC1C[C@@H]2Cn1cc(CSc2ccccc2)nn1 (some centres undefined),-16%[86.2 µM]
CC(=O)NN1C(=O)c2ccccc2NC1c1cccnc1 (centres undefined),u
O[C@H]1[C@H](NCC2CCCC2)[C@@H](c2ccccc2)C[C@H]1O,-8%[115 µM]
COc1ccc(C)cc1NC(=O)N(Cc1ccc2c(c1)OCO2)C1CCN(Cc2ccccc2)CC1,-12%
NCC(O)c1ccc(O)cc1 (centres undefined),14%
C=CCN(C)C[C@H]1CN2CC[C@H]1C[C@@H]2CNC(=O)Nc1cccc(C#N)c1,-19%[86.2 µM]
COCC(=O)NC[C@H]1C[C@@H]2CCN1C[C@@H]2c1cc(-c2ccc3ccccc3c2)nn1C,-20%[86.2 µM]
CCOC(=O)CSc1ccc(C(=O)N2CCC3(CC2)OCCO3)cc1[N+](=O)[O-],25%
COc1ccc(-c2cc([C@H]3CN4CC[C@H]3C[C@@H]4CO)n(C)n2)cc1,27%[86.2 µM]
O=C(NC1CC1)[C@H]1CN2CCC1C[C@@H]2Cn1cc(CCO)nn1 (some centres undefined),-23%[86.2 µM]
N#Cc1cccc(NC(=O)NC[C@H]2C[C@@H]3CCN2C[C@@H]3CN2CCOCC2)c1,11%[86.2 µM]

# Assay outcomes from PubChem BioAssay.
